Screens (PubChem)
FBW7 activator: FBW7 E3 ligase activators, primary screen, biochemical, AlphaScreen, human; F-box/WD repeat-containing protein 7 (Homo sapiens), Q969H0; AlphaScreen FBW7–phospho-cyclin E peptide binding, activator screen; normalized activity (activation), % at 26.1 µM; actives 0.13% (n = 650,000); AID 1259310, 2017; in the data active = normalized activity above about 1.9%;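 also: purified mutant Fbw7 with reduced substrate affinity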
Target sequence (Q969H0 whole entry, looked up): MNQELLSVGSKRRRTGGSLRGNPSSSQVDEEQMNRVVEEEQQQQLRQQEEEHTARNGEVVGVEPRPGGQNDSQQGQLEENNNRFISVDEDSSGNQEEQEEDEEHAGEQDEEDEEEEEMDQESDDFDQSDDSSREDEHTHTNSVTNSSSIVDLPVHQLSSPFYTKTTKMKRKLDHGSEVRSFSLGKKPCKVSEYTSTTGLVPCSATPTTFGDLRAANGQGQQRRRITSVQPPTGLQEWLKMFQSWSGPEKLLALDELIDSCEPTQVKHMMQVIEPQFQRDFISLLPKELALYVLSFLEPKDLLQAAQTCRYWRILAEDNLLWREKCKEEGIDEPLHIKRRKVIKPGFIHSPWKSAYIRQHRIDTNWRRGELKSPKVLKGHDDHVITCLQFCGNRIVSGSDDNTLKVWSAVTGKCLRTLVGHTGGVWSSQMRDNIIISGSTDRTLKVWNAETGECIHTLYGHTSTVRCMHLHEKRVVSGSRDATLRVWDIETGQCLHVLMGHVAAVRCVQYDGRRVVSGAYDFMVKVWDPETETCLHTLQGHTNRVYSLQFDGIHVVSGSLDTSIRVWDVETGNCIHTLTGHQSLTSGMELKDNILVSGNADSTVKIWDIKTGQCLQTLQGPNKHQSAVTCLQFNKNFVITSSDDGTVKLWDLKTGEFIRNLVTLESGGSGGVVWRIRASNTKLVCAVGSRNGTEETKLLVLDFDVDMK
GPR151 ag: activators of human GPR151, primary screen, cell-based, PathHunter beta-arrestin, luminescence | G-protein coupled receptor 151 (Homo sapiens), Q8TDV0 | PathHunter beta-arrestin GPR151 cells | activation, % at 11.2 µM | actives 1% (n = 650,000) | AID 1508602, 2020; in the data active = activation above about 4.9%;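 also: 0% = median of compound wells and 100% = cells with positive control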
MITF inh: MITF inhibitors, primary screen, biochemical, AlphaScreen, human; Microphthalmia-associated transcription factor (Homo sapiens), O75030; AlphaScreen MITF homodimerization, bead proximity signal; inhibition, % at 2.6 µM; actives 0.91% (n = 650,000); AID 1259374, 2018; in the data active = inhibition above about 50%;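 also: 0% = vehicle wells with protein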
TEAD-YAP inh: TEAD-YAP interaction inhibition, primary screen, TEAD-YAP interaction inhibitor project, luminescence, HEK-TIYL cells; inhibition, % at 9.12 µM; actives 1.4% (n = 640,000); AID 1259422, 2018; TEAD-Gal4/YAP UAS-luciferase luminescence; in the data active = inhibition above about 32%;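 also: 0% = median of test compound wells and 100% = reference inhibitor wells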
Active calls of the source: *; . = not tested or not shown.

Every second line gives: FBW7 activator	GPR151 ag	MITF inh	TEAD-YAP inh
> COc1cccc(-c2cc(C(=O)Nc3ccccc3C(F)(F)F)c3ccccc3n2)c1
 : 0.3	-1.1	11.3	0.4
> Cc1cnc(CN2C(=O)CC3(CCCC3)CC2=O)cn1
 : 0.6	1.7	13.6	0.7
> Cc1ccc(Cl)cc1NC(=O)CN1C(=O)NC2(CCCCC2C)C1=O (configuration not stated)
 : -0.1	-0.7	-4.1	1.4
> CSc1ccccc1C(=O)Nc1ccc(S(=O)(=O)Nc2ccc(F)cc2)cc1
 : -0.1	0.1	-19.6	-2.8
> CC(C)S(=O)(=O)c1nsc2nc(=O)c(/C=C3\C=Nc4ccccc43)c(N)n12
 : 0.0	0.5	-8.8	-2.3
> Cc1ccc(NC(=O)c2cccc3c2SCCC3=O)cc1F
 : -0.1	-2.4	-4.7	-21.4
> COC(=O)C1(C(F)(F)F)N=C2C(C)=CC=CN2C(c2ccc(F)cc2)=N1 (configuration not stated)
 : 0.0	-0.3	4.9	2.1
> COc1ccc(-c2cc(C(F)(F)F)n3ncc(C(=O)Nc4sc5c(c4C(=O)OC(C)C)CCCC5)c3n2)cc1
 : 0.0	0.4	1.2	-7.7
> Cc1ccc2c(c1)-c1c(cnn1CC(=O)Nc1ccccc1Cl)CO2
 : -0.3	-0.3	-5.3	-16.9
> CC1CCN(c2ncnc3c2cnn3Cc2ccccc2Cl)CC1
 : 0.1	2.4	-0.8	-10.8
> Cc1ccc(C2CC(c3ccc(Br)cc3)n3ncnc3N2)cc1 (configuration not stated)
 : 0.0	-0.2	12.1	9.7
> CCN1CCc2c(sc(NC(=O)c3ccc(S(=O)(=O)N(C)C)cc3)c2C(=O)OC)C1
 : 0.0	-0.3	19.4	-6.3
> COC(=O)c1ccc(OCC2c3cc(OC)c(OC)cc3CCN2C(=O)Nc2cccc(C)c2)cc1 (configuration not stated)
 : -0.1	-1.1	-15.2	0.1
> COc1ccc(C(C)=O)cc1CN1C(=O)C(F)(F)Oc2ncccc21
 : 0.0	1.9	20.9	-5.7
> O=C(c1nc2sccn2c1CN1CCN(c2ncccn2)CC1)N1CCCCCCC1
 : 0.0	1.2	0.9	-8.6
> CCC(=O)Nc1cc(CNC(=O)c2cn3ccsc3n2)cc(C(=O)OC)c1
 : 0.0	2.5	5.3	12.5
> O=C(NC1CCCCC1)C1CCCN1S(=O)(=O)c1cccc2nsnc12 (configuration not stated)
 : -0.6	2.9	-26.1	-0.9
> CC(CCc1ccccc1)Nc1cc(N2CCN(S(=O)(=O)c3ccc(Br)cc3)CC2)ccc1[N+](=O)[O-] (configuration not stated)
 : 0.2	-0.6	8.5	6.9
> COc1ccc(-c2nc(-c3ccc([N+](=O)[O-])cc3)no2)cc1OC
 : 0.0	2.0	17.0	0.0
> O=C(CN1C(=O)NC(Cc2c[nH]c3ccccc23)C1=O)Nc1ccc(N2CCOCC2)cc1 (configuration not stated)
 : 0.0	0.6	15.1	-5.9
> CCN1C(=O)C2(/C(=C(\O)c3ccccc3)C(=O)C(=O)N2CCCOC)c2ccccc21 (configuration not stated)
 : 0.0	0.1	7.2	6.0
> CN(C)C(CNS(=O)(=O)c1ccc2c(c1)OCCO2)c1ccccc1 (configuration not stated)
 : 0.1	0.1	1.4	-7.2
> CC1=C(C(=O)Nc2cccc(F)c2)C(c2ccccn2)C2=C(CCCC2=O)N1 (configuration not stated)
 : 0.8	5.0*	18.6	-18.6
> COC(=O)Cn1cc(/C=C2/NC(=O)N(c3cccc(Cl)c3)C2=O)c2ccccc21
 : 0.1	1.7	-2.9	1.6
> CCOC(=O)N1CCN(S(=O)(=O)c2ccc(C(=O)Nc3cccc(-c4nc5ccccc5o4)c3)cc2)CC1
 : 0.2	0.3	4.4	8.3
> N#CC1=C(N)OC2=C(C(=O)CC(c3ccccc3)C2)C1c1cccs1 (configuration not stated)
 : -0.2	-0.4	13.4	9.2
> COCCNC(=O)c1ccc(-n2c(SCc3ccccc3F)nc3ccccc3c2=O)cc1
 : -0.1	-0.4	3.1	-0.6
> CC(C)c1cc(C(=O)Nc2cccc(C(F)(F)F)c2)no1
 : 0.0	-0.2	3.3	-21.6
> COc1ccc(-c2cnc(Oc3cccc4cccnc34)nc2)cc1
 : 0.1	0.1	-0.8	-2.3
> O=C(Nc1ccc(-c2nc3ccccc3s2)cc1)c1ccno1
 : -0.1	-3.9	-0.2	5.7
> CN(C)C(=O)c1cnccc1Nc1cccc(C(=O)NCC[C@H](O)C(=O)N(C)C)c1
 : 0.2	1.5	20.5	4.2
> O=C(N=C1N=C2C=CC=CN2Cc2ccccc21)c1ccc(C(=O)c2ccccc2)cc1
 : 0.0	-8.8	-5.0	-32.7
> O=C(CSc1nc2ccsc2c(=O)n1-c1ccc(F)cc1)NCCc1ccccc1
 : 0.1	0.1	3.0	3.9
> CN1CCN(C(=O)c2cc(Cl)cc(Cl)c2NC(=O)c2cccc([N+](=O)[O-])c2)CC1
 : -0.1	0.3	-4.0	6.5
> O=C(C1CCCCC1)N1CCN(Cc2nc3ccccc3c(=O)[nH]2)CC1
 : 0.4	0.1	3.3	0.0
> C/C=C(\C)CN1CCN(Cc2ccc(F)cc2)C(CCO)C1 (configuration not stated)
 : -0.1	-0.9	1.0	8.3
> CC(C)(O)C#Cc1cccc(C(=O)NCc2nc(N3CCCC3)c3cc(Cl)ccc3n2)c1
 : 0.0	-1.9	-0.9	-0.9
> Cc1cccc(NC(=O)c2cc(S(=O)(=O)N3CCN(c4ccccc4F)CC3)ccc2F)c1C
 : 0.0	-0.9	-8.7	-0.9
> C=CCNC(=O)/C(=C/c1ccc(C(C)C)cc1)NC(=O)c1ccccc1
 : -0.1	0.2	-7.3	-10.4
> COc1ccccc1N1CCN(CCN2C(=O)c3ccccc3C(C)(C)C2=O)CC1
 : -0.1	1.0	-4.2	.
> O=C1c2cccc3c(N4CCCC4)ccc(c23)C(=O)N1c1ccccc1O
 : 0.0	-0.7	-4.8	-15.8
> COc1ccc(NC(=O)c2cccc3nc4ccccc4nc23)cc1OC
 : -0.3	-0.4	-1.6	-8.7
> CCC(C)NC(=O)C1CCN(S(=O)(=O)c2cccc3cccnc23)CC1 (configuration not stated)
 : -0.1	-1.0	11.0	-4.0
> COc1ccc(OC)c(NC(=O)COc2ccc3c4c(c(=O)oc3c2C)CCC4)c1
 : -0.2	1.2	-4.0	-1.2
> CCN(Cc1ccccc1)c1ccc(/C=N/N2CCN(C)CC2)cc1
 : 0.8	-0.2	41.6	15.2
> Cc1ccc2[nH]c(C)c(CC(=O)N/N=C/c3ccco3)c2c1
 : 0.0	0.6	2.6	11.8
> CCOc1ccc(NC(=O)Cn2nnc(C(=O)NCCc3ccccc3)c2N)cc1
 : 0.1	1.4	10.5	9.7
> Cc1ccccc1CN1CCC(N2CCC[C@H]2CO)CCC1=O (some centres not stated)
 : 0.2	-1.0	5.3	9.8
> CC(O)CNCc1ccc(-c2ccccc2)cc1 (configuration not stated)
 : -0.1	-0.1	-3.7	-7.2
> CC(C)Cc1c(C#N)c(N)[nH]c(=S)c1C#N
 : 0.1	-0.5	8.0	-1.8

(cont.)
Every second line gives: FBW7 activator	GPR151 ag	MITF inh	TEAD-YAP inh
> COCCNC(=O)c1ccc(C)nc1N1CCOCC1
 : -0.1	-0.6	5.7	2.5
> O=C(CN1CCCC1)NCC1Cc2cc(-c3ccsc3)cc(Cl)c2O1 (configuration not stated)
 : 0.2	0.2	-3.9	-1.7
> CCCCCOc1ccc(OC(=O)c2cccc(C(=O)Oc3ccc(OCCCCC)cc3)n2)cc1
 : -0.1	0.1	-9.2	3.1
> CCOCCCn1c(=N)c(C(N)=O)cc2c(=O)n3cc(C)ccc3nc21
 : 0.0	-0.5	16.4	4.1
> O=C1OC(c2ccc(Cl)cc2Cl)=N/C1=C\c1ccc(F)cc1
 : -0.1	0.6	-12.3	-9.0
> CCOC(=O)C1(CCOc2ccccc2)CCN(Cc2cnn(CC)c2C)CC1
 : 0.0	-0.2	-10.4	13.5
> O=S(=O)(O)c1cccc(Nc2nc(Cl)nc(Cl)n2)c1
 : -0.3	0.3	-9.4	14.4
> Cc1ccc(-n2cc3c(c(C#N)c2=N)CC(C)(C)CC3=O)cc1C
 : 0.2	3.7	13.7	-9.0
> CC(=O)OC[C@H]1O[C@H](C#Cc2ccccc2)C=C[C@H]1OC(C)=O
 : -0.1	-1.0	14.1	.
> CC(=O)Nc1ccc(NC(=O)c2ccnc(NCc3cccnc3)c2)cc1
 : 0.1	0.4	16.9	-0.1
> COCc1cc(C)nc(N/N=C/c2ccc(C)cc2)c1C#N
 : 0.0	-0.1	4.8	0.3
> CCOc1ccc(N2C(=O)CC(NCCc3ccccc3OC)C2=O)cc1 (configuration not stated)
 : 0.0	-1.7	4.9	1.0
> COc1cccc([C@@H]2Oc3ccc(Br)cc3C(O)[C@H]2O)c1 (some centres not stated)
 : 0.1	0.2	7.6	.
> Cc1ccccc1-c1cnnc(N2CCC(OCc3ccccc3)CC2)n1
 : -0.1	1.3	-0.8	-7.4
> Cc1ccc(-n2ncc3c(N4CCN(c5ccc(F)cc5)CC4)ncnc32)c(C)c1
 : 0.0	1.2	6.0	-5.5
> O=C(Cn1cnc2c(nnn2Cc2ccc(F)cc2)c1=O)NCc1ccco1
 : 0.1	-0.2	14.7	5.5
> Cc1ccc2oc(=O)c3cnn(CC(=O)NCCN4CCCCC4C)c3c2c1 (configuration not stated)
 : 0.3	-0.3	18.1	12.2
> COc1ccc(N(C(=O)c2cccnc2)S(=O)(=O)c2ccccc2)cc1
 : 0.1	1.7	4.5	17.2
> CCSc1ncc(Cl)c(C(=O)Nc2ccc(F)cc2)n1
 : -0.3	1.1	5.1	11.6
> O=C(Nc1ccc(Cl)cc1C(=O)O)c1cccc(Br)c1
 : 0.1	-1.5	10.5	2.6
> CCN(CC)C(=O)Oc1ccc(NC(C)=O)cc1
 : -0.1	0.3	-0.9	-0.2
> CCCn1cc(S(=O)(=O)c2ccc(F)cc2)c(=O)c2ccccc21
 : 0.2	-0.9	7.6	-2.1
> O=C(Nc1ccc(F)c(F)c1)c1ccc(N2CC3CC(C2)c2cccc(=O)n2C3)c(NC(=O)c2cccs2)c1 (configuration not stated)
 : -0.1	-0.1	-6.3	-14.8
> Cc1ccc(Nc2nc(NCCN3CCOCC3)nc3c2cnn3C)c(C)c1
 : 0.2	2.0	6.8	-0.8
> Cc1ccc(C(C)C)c(OCC(=O)Nc2ccc(S(=O)(=O)Nc3onc(C)c3C)cc2)c1
 : 0.0	2.2	3.1	6.3
> O=C(O)CC1S/C(=N/N=C/c2ccc(-c3ccc(Cl)c([N+](=O)[O-])c3)o2)NC1=O (configuration not stated)
 : -0.1	1.3	0.5	14.4
> COC(=O)Cc1ccc(NC(=S)NCc2ccco2)cc1
 : 0.8	1.6	7.4	-2.5
> CC(C)C12CC3CC(CC(N)(C3)C1)C2
 : 0.3	0.0	2.8	-8.5
> Cc1ccccc1-n1c2nc(=O)[nH]c(=O)c-2cc2c(Cl)cccc21
 : -0.1	8.3*	-4.3	8.3
> O=C(CCNS(=O)(=O)c1cccc2nonc12)Nc1ccccc1F
 : 0.0	1.1	1.2	-2.4
> CC1=C(C(=O)Nc2ccccc2C)C(c2cccc(O)c2)C2=C(CCCC2=O)N1 (configuration not stated)
 : -0.1	-0.8	1.4	-0.7
> O=C(c1ccccc1)N(C(=O)c1ccccc1)c1nc2c(s1)CCCC2
 : -0.3	-9.0	-6.2	-19.2

Four entries from above, field by field:
molecule: O=C(O)CC1S/C(=N/N=C/c2ccc(-c3ccc(Cl)c([N+](=O)[O-])c3)o2)NC1=O (configuration not stated)
  FBW7 activator: -0.1
  GPR151 ag: 1.3
  MITF inh: 0.5
  TEAD-YAP inh: 14.4
molecule: COC(=O)Cc1ccc(NC(=S)NCc2ccco2)cc1
  FBW7 activator: 0.8
  GPR151 ag: 1.6
  MITF inh: 7.4
  TEAD-YAP inh: -2.5
molecule: CC(C)C12CC3CC(CC(N)(C3)C1)C2
  FBW7 activator: 0.3
  GPR151 ag: 0.0
  MITF inh: 2.8
  TEAD-YAP inh: -8.5
molecule: Cc1ccccc1-n1c2nc(=O)[nH]c(=O)c-2cc2c(Cl)cccc21
  FBW7 activator: -0.1
  GPR151 ag: 8.3*
  MITF inh: -4.3
  TEAD-YAP inh: 8.3

Rows were taken by chance; any-hit rate near 3.4%.
